HTRA1 inhibitor = blocks human HTRA1 serine peptidase; recombinant HTRA1, FP-rhodamine activity-based probe, fluorescence polarization; inhibition, % at 5.96 µM; Q92743; hit rate 0.5% among 340,000; AID 504803; in the data active = inhibition above about 36%;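 note: 0% = enzyme with DMSO and 100% = wells lacking enzyme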
Target sequence (Q92743 whole entry, looked up): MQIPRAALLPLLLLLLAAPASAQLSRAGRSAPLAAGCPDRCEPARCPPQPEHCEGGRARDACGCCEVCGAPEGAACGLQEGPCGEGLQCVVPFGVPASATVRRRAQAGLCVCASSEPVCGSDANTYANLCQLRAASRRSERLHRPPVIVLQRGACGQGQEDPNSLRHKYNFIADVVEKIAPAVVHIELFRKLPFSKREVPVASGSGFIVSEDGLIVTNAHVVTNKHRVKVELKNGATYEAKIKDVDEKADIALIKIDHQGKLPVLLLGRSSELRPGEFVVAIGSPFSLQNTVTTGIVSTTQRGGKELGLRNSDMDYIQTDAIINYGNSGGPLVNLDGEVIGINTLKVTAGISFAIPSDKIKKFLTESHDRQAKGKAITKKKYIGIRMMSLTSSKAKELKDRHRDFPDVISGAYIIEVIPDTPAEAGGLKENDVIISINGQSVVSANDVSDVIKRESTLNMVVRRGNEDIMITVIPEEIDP
rCAG binder = r(CAG) repeat RNA binding; inhibition, % at 3 µM; TO-PRO-1 dye displacement fluorescence; AID 651821; hit rate 1.3% among 370,000;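 active = inhibition above the plate cutoff, the mean of all test compounds on that plate plus 3 SD, cut at about 35% in these data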;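 note: 0% = DMSO alone and 100% = 100 µM mitoxantrone as full dye displacement; higher means more dye released from RNA so lower well fluorescence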
PG9 Ab binder = small molecules binding HIV-1 gp120 antibody PG9; TR-FRET gp120-PG9 antibody binding; inhibition, % at 6.7 µM; hit rate 0.43% among 360,000; AID 624416; in the data active = inhibition above about 8.5%
SIAE inh = inhibitors of human sialic acid acetylesterase SIAE. SIAE FP-Rh probe binding, fluorescence polarization. inhibition, % at 9.66 µM. hit rate 0.69% among 370,000;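 active = inhibition above a cutoff: mean of compounds within the control limits plus 3 SD of those, cut at about 17% in these data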;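 note: 0% = plate median of compound wells and 100% = probe without SIAE protein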
mABHD4 FP = ABHD4 (mouse) inhibition, primary FP screen; hit rate 0.54% among 370,000; purified mABHD4, FP-Rh probe fluorescence polarization; AID 720543; inhibition, % at 8.92 µM;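 active = inhibition exceeding the mean over every tested compound plus 3 SD, cut at about 30% in these data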;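 note: 0% = plate median of compound wells and 100% = S159A mutant with DMSO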
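Test system: mABHD4 protein | Buffer or medium: HEPES pH 7.0 buffer, 150 mM NaCl, 0.01% Pluronic F-127 | Probe or stimulus: FP-Rh fluorescent activity-based probe, added after compound pre-incubation | Timing: Pre-incubation 45 min, probe exposure 60 min, at 25 °C | Technique: Fluorescence polarization, excitation 525 nm, emission 598 nm, BODIPY TMR filters | Repeats: Single well per compound (singlicate)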
PRMT1 inh = inhibitors of human PRMT1 | recombinant PRMT1, activity-based probe fluorescence polarization | inhibition, % at 2.79 µM | hit rate 1.3% among 370,000;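 active = inhibition above about 21% made by adding two undisclosed values, limit read from the data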
TDP2 inh = blocks human TDP2 phosphodiesterase activity; recombinant TDP2, T5PNP hydrolysis, p-nitrophenol absorbance 415 nm; inhibition, % at 12.8 µM; hit rate 0.34% among 370,000; AID 720702; O95551;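 active = inhibition above the mean of all tested compounds plus 3 SD, set per campaign, cut at about 25% in these data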;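 note: 0% = DMSO with enzyme and 100% = buffer with substrate but no TDP2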
Target sequence (O95551 whole entry, looked up): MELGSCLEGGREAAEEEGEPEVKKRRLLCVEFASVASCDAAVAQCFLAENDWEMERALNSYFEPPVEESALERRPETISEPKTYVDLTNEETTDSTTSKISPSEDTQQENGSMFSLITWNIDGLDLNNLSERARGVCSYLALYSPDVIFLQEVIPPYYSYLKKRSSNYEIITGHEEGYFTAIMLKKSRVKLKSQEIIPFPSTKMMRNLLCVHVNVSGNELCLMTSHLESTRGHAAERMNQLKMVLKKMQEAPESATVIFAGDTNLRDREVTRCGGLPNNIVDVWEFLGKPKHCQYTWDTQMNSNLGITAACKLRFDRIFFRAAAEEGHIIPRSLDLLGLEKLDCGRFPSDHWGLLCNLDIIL
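System – recombinant human TDP2 · Quantity – TDP2 enzyme at 120 nM final · Doses – single concentration, 12.8 µM nominal, with 1% DMSO · Incubation – 2 h at 37 °C · Measured by – epi absorbance of p-nitrophenol freed from T5PNP by hydrolysis · Read-out – % inhibition relative to enzyme-containing and enzyme-free wells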
TCR CD3 inh = blocks the human TCR-CD3 interaction. TAMRA-labeled TCR probe fluorescence, biochemical. inhibition, % at 9.4 µM. hit rate 0.37% among 360,000. AID 651800; in the data active = inhibition above about 19%;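 note: recombinant mutant TCR 2C K166C tagged with TAMRA read by polarization; 0% = receptor in buffer alone and 100% = receptor with positive control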
Rev-erbA mod = modulates human Rev-erb alpha binding to DNA | activity, % at 10 µM | AID 1259318 | hit rate 0.79% among 370,000 | Rev-erbα–FITC-DNA binding, fluorescence polarization, 90 min | P20393;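 active = activity above about 14%, limit read from the data; passing the limit was not always enough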;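 note: 0% = DMSO wells with 35 nM protein and 100% = DMSO wells with 750 nM protein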
LEDGF integ inh = blocks HIV-1 LEDGF/p75-dependent DNA integration; inhibition, % at 3.7 µM; hit rate 0.64% among 370,000; AID 743269; TR-FRET IN-LEDGF/p75 DNA integration, Eu/Cy5;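 active = inhibition above the screen-wide mean plus 3 SD, cut at about 13% in these data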;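 note: signal is the Cy5 over europium emission ratio at 671 and 618 nm; 0% = plate median of compound wells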
An asterisk follows results filed as active; . = no result given.

compound	HTRA1 inhibitor	rCAG binder	PG9 Ab binder	SIAE inh	mABHD4 FP	PRMT1 inh	TDP2 inh	TCR CD3 inh	Rev-erbA mod	LEDGF integ inh
CN1CCN(C(=O)c2cc(S(=O)(=O)Nc3ccccc3F)c(Cl)cc2Cl)CC1	11	6	1.0	-6	9	5	-5	-2	-1	-10
Cn1c(=O)c2c(nc(SCCN3CCOCC3)n2Cc2cccc3ccccc23)n(C)c1=O	4	-3	1.4	4	-2	1	3	-6	-4	-3
COC(=O)c1c([N+](=O)[O-])c(OC)c(OC)c(OC)c1[N+](=O)[O-]	-4	-1	-0.6	19*	3	-8	-2	6	8	4
CCOCCCNC(=O)/C(C#N)=C/c1ccc(Cl)c([N+](=O)[O-])c1	-4	-3	-1.3	-4	-2	-1	1	-1	11	-1
CC(=O)c1ccc(N2CCN(S(=O)(=O)c3ccc(-c4cc(C)no4)s3)CC2)cc1	1	4	0.1	4	-1	-9	-9	3	-1	-2
Nc1nc(-c2nonc2N)no1	9	-2	-1.7	-2	6	1	7	0	6	0
CC(C)(O)C#Cc1ccc(C(=O)N2CCN(c3ccc(Cl)cc3)CC2)cc1	-12	-11	-2.7	-2	2	0	-4	0	3	-4
O=C(NCC(c1ccco1)N1CCCCC1)c1cnc(Cl)c(Cl)c1 (stereo not given)	-11	1	-2.5	-2	3	2	1	-2	1	-1
O=C(CCN1C(=O)C2C3C=CC(C3)C2C1=O)N1CC(=O)N(CCc2ccccc2)C(=O)C1 (stereo not given)	6	-2	-1.4	-2	-2	2	7	9	-3	0
Cc1ccc(CNC(=O)CC(C)S(=O)(=O)c2ccc3c(c2)NC(=O)CS3)o1 (stereo not given)	-6	0	-2.6	-8	6	44*	1	-4	3	3
CN(C)c1cccc(C(=O)NNC(=O)C23CC4CC(CC(C4)C2)C3)c1	10	5	-0.4	4	17	4	-15	-3	5	-6
CC(=O)Nc1cccc(C(=O)N2CCN(S(=O)(=O)Cc3ccccc3)CC2)c1	-7	1	0.6	-2	3	0	3	-5	-3	4
CC(=O)N1CCc2cc(S(=O)(=O)NCC(=O)NCc3ccc(Cl)cc3)ccc21	-2	4	-2.0	-1	0	2	-13	1	4	-8
CN(C)c1ccc(CNC(=O)C2(C)Cc3c(-c4cccc(C(N)=O)c4)ccnc3O2)cc1 (stereo not given)	.	-1	-2.4	-1	-7	11	-13	-4	2	-2
O=C1C=C(c2ccc3c(c2)OCO3)C[C@@H](c2ccc(Cl)cc2)C1	3	6	-0.8	2	2	2	4	2	6	-4
CC1CCC(NC(=O)C2CCC(CNS(=O)(=O)c3ccc4c(c3)C(C)(C)C(=O)N4C)CC2)CC1 (stereo not given)	.	3	0.5	0	-1	3	1	-9	-7	-6
COC(=O)c1c(C)oc(C)c1S(=O)(=O)Nc1ccccc1	1	-5	-1.6	-2	0	-2	0	0	0	-1
COc1cc2c(cc1OC)C(C)N(C(=O)c1cc3c(=O)oc4ccc(C)cc4c3s1)CC2 (stereo not given)	1	4	-0.5	-6	-1	7	2	-2	11	-7
O=C(CSc1ncn[nH]1)Nc1ccc(Cl)c(S(=O)(=O)N2CCOCC2)c1	-8	0	-2.7	-8	5	2	-14	0	3	2
CCC(c1nnc(SCC(=O)Nc2ccc(C(=O)N(C)C)cc2)n1Cc1ccccc1)N(C)C (stereo not given)	-1	-7	-1.4	0	9	0	1	4	0	-1

An excerpt of these results, with values under each structure:
Each structure is followed by: HTRA1 inhibitor, rCAG binder, PG9 Ab binder, SIAE inh, mABHD4 FP, PRMT1 inh, TDP2 inh, TCR CD3 inh, Rev-erbA mod, LEDGF integ inh
- Cc1ccc(CNC(=O)CC(C)S(=O)(=O)c2ccc3c(c2)NC(=O)CS3)o1 (stereo not given)
 : -6, 0, -2.6, -8, 6, 44*, 1, -4, 3, 3
- CC(=O)Nc1cccc(C(=O)N2CCN(S(=O)(=O)Cc3ccccc3)CC2)c1
 : -7, 1, 0.6, -2, 3, 0, 3, -5, -3, 4

(list continues)
compound	HTRA1 inhibitor	rCAG binder	PG9 Ab binder	SIAE inh	mABHD4 FP	PRMT1 inh	TDP2 inh	TCR CD3 inh	Rev-erbA mod	LEDGF integ inh
Cc1csc(SCC(=O)Nc2ccc3c(c2)OCCO3)n1	3	-3	0.4	-6	2	2	-1	-10	2	-7
O=C1N[C@@H](Cc2ccccc2)COC(=O)[C@H](Cc2ccc(F)cc2)CC/C=C/C[C@@H]1CC(=O)N(CCO)Cc1ccccc1	-45	1	-5.1	4	-10	-2	-8	1	0	4
CCCCC(CC)CNC(=O)C(=O)c1ccccc1NC(C)=O (stereo not given)	-2	-7	0.0	5	4	-3	-7	2	8	2
COC(=O)C1=C(C)N(Cc2ccc(F)cc2)C(=S)NC1c1ccc(F)cc1 (stereo not given)	.	3	1.1	4	-14	-2	-6	0	2	-1
COc1ccc(OC)c(S(=O)(=O)N2c3cc(F)ccc3CCC2C)c1 (stereo not given)	-7	-5	0.5	1	4	2	2	1	2	-2
O=C(NCc1ccc2c(c1)OCO2)C(=O)Nc1ccccc1	3	-3	-0.8	0	2	-4	7	-4	4	-1
Cc1cccc(C)c1OCC(=O)N/N=C/c1cccn1C	-5	-4	-0.2	3	1	-4	-4	-3	-8	-3
CCC(C)N(C(=O)Cn1nc(Cc2ccncc2)c2ccccc2c1=O)C(C)CC (stereo not given)	.	-1	.	0	0	-2	2	.	-9	-4
Cc1ccc(S(=O)(=O)NNC(=O)Nc2ccc(Cl)c(Cl)c2)cc1	-4	9	0.8	-8	-8	3	4	-3	-3	-3
CC(=O)c1cccc(-c2cnc3c(NC=O)cc(-c4ccccc4Oc4ccccc4)cn23)c1	.	12	-0.1	-14	-8	4	8	-5	0	-2
COc1ccc(S(=O)(=O)N2CCC(C(=O)NCCN3CCOCC3)CC2)cc1	1	3	-0.1	-5	-5	-2	-14	-11	-6	4
Cc1ccc(Nc2nc(-c3ccccc3)cs2)nc1	-6	47*	-0.9	4	18	2	3	4	4	5
Cc1cccc(C(=O)NCC(=O)OCC(=O)N(C)CC(=O)Nc2ccccc2Cl)c1	2	-1	0.2	4	5	-1	5	3	10	-3
CCC(C)NC(=O)c1cccc(C)c1 (stereo not given)	0	1	-1.4	-5	2	4	-6	-2	-3	-7
COc1ccccc1C(=O)C1CCCN(C(=O)c2cccnc2SC)C1 (stereo not given)	2	-5	0.0	-1	1	-1	-4	2	-1	4
COc1ccc2c(c1)CCc1c(C(=O)NC3CCCCC3)noc1-2	-7	2	-0.7	-4	5	-3	4	-2	1	2
COc1ccc(N2CC(C(=O)N3CCCC(C)C3)CC2=O)cc1 (stereo not given)	3	-3	1.8	2	-5	-1	23	142*	-2	2
CCCCN(CC)CCCNC(=O)Cn1nc(Cc2ccncc2)c2ccccc2c1=O	0	-1	-1.4	7	-2	-2	-4	3	-3	-1
Fc1ccccc1-c1n[nH]c(=S)n1C1CC1	3	0	0.9	11	-6	0	11	12	-1	3
COC(=O)CCc1nc2cc(Cl)ccc2n(Cc2ccccc2)c1=O	-11	-4	-1.1	1	1	0	-2	0	2	5
Cc1cc(C)c2nc(N3CCCC(C(=O)NCCCN4CCOCC4)C3)sc2c1 (stereo not given)	-2	-11	0.1	2	5	-1	0	-6	-2	3
COc1cc2c(C(=O)NCc3ccc(C)o3)cn(CC(C)C)c(=O)c2cc1OC	-4	12	1.6	0	0	2	1	2	2	0
N#CC1(c2nc3ccccc3[nH]2)CC1c1ccc2c(c1)OCO2 (stereo not given)	14	9	-1.0	3	2	4	7	-4	3	4
CCNC(=S)N1CCn2c(nc3ccccc32)C1	1	-1	-3.9	-1	1	3	9	6	1	1
Cc1cccc(C(=O)NC2CCN(S(=O)(=O)c3ccccc3)CC2)c1	5	-4	-0.6	11	3	1	11	5	0	-5
O=C(NC1CC1)C1=C[C@@H](C2CC2)C[C@@H](OCc2ccc(CO)cc2)O1	9	-3	0.0	-6	4	3	6	-7	1	-1
Cc1ccc(C)c(-c2csc(N/N=C/c3ccco3)n2)c1	.	8	-2.0	12	12	0	4	8	-5	-1
Cc1cc(NC(=O)c2cccs2)ncc1NC(=O)C(C)C	5	7	0.2	-7	1	-2	10	1	1	-2
O=C(/C=C\c1ccco1)NC(=S)Nc1ccccc1O	-8	26	-0.8	-3	6	12	1	13	-4	9
O=C(COC(=O)c1cc([N+](=O)[O-])ccc1N1CCOCC1)Nc1cccc(F)c1	-7	5	0.3	4	-7	6	-3	3	-3	-2
COc1ccc(CSc2nc(C)cc(C)c2S(C)(=O)=O)cc1	-7	-6	-1.8	2	1	0	-3	0	-1	-4
CCOc1ccc(N(CC(=O)NCc2ccc(OC)cc2)S(C)(=O)=O)cc1	4	-6	-0.5	4	2	-2	12	-3	-1	0
CCOC(=O)C1(CCOC)CCN(Cc2ccc(C(=O)OC)cc2)CC1	2	-6	-0.1	-5	10	2	-1	2	-3	-8
CCOc1cc(S(=O)(=O)NCC2OCCc3ccccc32)c(OCC)cc1-n1cnnn1 (stereo not given)	-2	-4	0.6	-12	-1	2	-5	-6	-4	0
CCCCCc1c(-c2ccccc2F)ncn1CCc1ccccc1OC	.	0	-1.2	0	9	2	2	5	6	4
CC(=O)N(c1ccc2oc(=O)sc2c1)S(=O)(=O)c1cccs1	3	30	1.3	0	12	94*	-4	-5	9	-3
Cc1ccc(CSCC(=O)NCc2ccco2)cc1	0	2	-0.1	2	0	-1	-4	3	1	0

The list is partial; the hit share may differ from the screen's.
